Screens: PubChem, The Scripps Research Institute Molecular Screening Center
CHRM1 agonist – human M1 muscarinic receptor agonists, primary screen, Fluo-8 calcium fluorescence, CHO-K1 cells, HTS; AID 588814, 2011; CHO-K1 hM1, agonist mode; 0% DMSO, 100% acetylcholine EC100; activation, % at 3 µM; Muscarinic acetylcholine receptor M1 (Homo sapiens), P11229; 0.33% of 360,000 active;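 active = activation above the run's mean compound activation plus 3 SD, cut at about 16% in these data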;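 also: peak over basal fluorescence ratio within a 140 s kinetic read after compound addition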
Target sequence (P11229 whole entry, looked up): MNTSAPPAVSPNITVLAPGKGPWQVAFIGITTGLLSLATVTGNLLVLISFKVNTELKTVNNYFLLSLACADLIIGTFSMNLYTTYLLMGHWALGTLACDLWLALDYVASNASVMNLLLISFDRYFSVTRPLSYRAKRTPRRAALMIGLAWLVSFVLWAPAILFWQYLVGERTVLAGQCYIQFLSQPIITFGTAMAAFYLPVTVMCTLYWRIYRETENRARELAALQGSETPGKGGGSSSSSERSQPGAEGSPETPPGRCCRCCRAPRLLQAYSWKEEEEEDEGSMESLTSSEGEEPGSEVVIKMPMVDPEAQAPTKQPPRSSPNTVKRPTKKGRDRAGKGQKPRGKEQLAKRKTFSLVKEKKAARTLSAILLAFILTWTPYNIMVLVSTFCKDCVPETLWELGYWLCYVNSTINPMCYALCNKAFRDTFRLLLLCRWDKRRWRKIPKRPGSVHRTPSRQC
CHO-K1 Ca ag – counter-screen for M1 agonists: effect in parental CHO-K1 cells; Fluo-8 calcium fluorescence; scaled to maximal ATP response, vehicle zero; activation, % at 3 µM; 0.48% of 360,000 active; AID 602248, 2012; in the data active = activation above about 15%;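 also: untransfected CHO-K1 host cells lacking M1 receptor as counterscreen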
CHO parental Ca – ATP-evoked calcium signal inhibitors, parental CHO, primary screen, counter-screen for OX1R antagonist project, cell-based, fluorescence, Fluo-8 calcium dye | parental CHO-K1, ATP-induced calcium, Fluo-8 fluorescence | inhibition, % at 5.6 µM | 0.63% of 330,000 active | AID 463079, 2010;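 active = inhibition above that plate's mean sample inhibition plus 3 SD, cut at about 26% in these data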;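 also: 0% = ATP-challenged DMSO wells and 100% = DMSO wells without ATP; some compounds past the cut are filed as inactive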
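Assay system: parental CHO cells; Read-out basis: percent inhibition of ATP-evoked calcium rise, normalized to controls; Benchmarks: ATP and no-ATP DMSO wells; Compound dosing: single nominal dose of 5.6 µM per compound; Signal: Fluo-8 calcium dye fluorescence; Also added: ATP as calcium-mobilizing challenge; Repeats: singlicate.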
CHO-K1 Ca PAM – nonselective calcium activators in parental CHO-K1 cells, primary screen, counter-screen for M1 PAM project, cell-based, Fluo-8 calcium fluorescence, full deck, 1536-well; AID 602247, 2012; ATP EC20; 0% at ATP EC20, 100% at ATP max; activation, % at 3 µM; 0.02% of 360,000 active;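 active = activation above the run cutoff, the mean activation of all test compounds plus 3 SD, cut at about 40% in these data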;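 also: peak over basal fluorescence ratio in a 140 s read after ATP addition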
CHRM1 antagonist – human M1 muscarinic receptor antagonists, primary screen, CHO-K1 cells, Fluo-8 calcium fluorescence, 1536-well; 1.3% of 360,000 active; inhibition, % at 3 µM; CHO-K1 hM1, ACh EC80 antagonist;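 active = percent inhibition above its own plate's cutoff, namely the mean of that plate's compound wells plus 3 SD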;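 also: peak over basal fluorescence ratio during 140 s after agonist addition; 0% = ACh EC80 plus DMSO and 100% = DMSO alone without agonist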
CHRM1 PAM – human M1 muscarinic receptor positive allosteric modulators, primary screen, CHO-K1 cells, Fluo-8 calcium fluorescence, 1536-well | Muscarinic acetylcholine receptor M1 (Homo sapiens), P11229 | CHO-K1 hM1, ACh EC20; 0% = ACh EC20, 100% = maximal ACh | AID 588819, 2011 | 0.088% of 360,000 active | activation, % at 3 µM; in the data active = activation above about 19%, passing the limit was not always enough
TAAR1 antag – human TAAR1 antagonists, primary screen, Fluo-8 calcium fluorescence, CHO RD-HGA16 cells; Trace amine-associated receptor 1 (Homo sapiens), Q96RJ0; antagonist; inhibition, % at 3 µM; 1.5% of 360,000 active; AID 624466, 2012;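 active = inhibition above a per-plate cutoff, the mean inhibition of test compounds on that plate plus 3 SD, cut at about 49% in these data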;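 also: 0% = DMSO plus EC80 beta-PEA response and 100% = DMSO alone without agonist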
Target sequence (Q96RJ0 whole entry, looked up): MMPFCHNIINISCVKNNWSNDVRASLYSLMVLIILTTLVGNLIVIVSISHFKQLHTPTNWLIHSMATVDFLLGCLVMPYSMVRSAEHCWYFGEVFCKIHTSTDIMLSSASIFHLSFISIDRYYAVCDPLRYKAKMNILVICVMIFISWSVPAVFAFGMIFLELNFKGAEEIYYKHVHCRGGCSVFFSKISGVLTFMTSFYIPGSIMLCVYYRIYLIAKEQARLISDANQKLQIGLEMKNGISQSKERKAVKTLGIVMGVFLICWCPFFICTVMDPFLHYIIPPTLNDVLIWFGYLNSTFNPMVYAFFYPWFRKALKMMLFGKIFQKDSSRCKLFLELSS
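Test system: RD-HGA16 CHO cells with stable hTAAR1 and Gα16 / Probe or stimulus: EC80 β-phenethylamine stimulus / Times: seeding 17-24 h prior, 75-min 37 °C, 30-min RT dye loading / Detection: Fluo-8 calcium-sensitive fluorescence / Read-out basis: % inhibition scaled between DMSO and EC80 PEA controls / Repeats: singlicate, one well per test compound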
TAAR1 ag – human TAAR1 agonists, primary screen, Fluo-8 calcium fluorescence, CHO RD-HGA16 cells. AID 624467, 2012. 0.99% of 360,000 active. Trace amine-associated receptor 1 (Homo sapiens), Q96RJ0. activation, % at 3 µM. vehicle wells 0%, saturating PEA agonist 100%;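 active = activation above the mean activation of all test compounds in the run plus 3 SD, cut at about 38% in these data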
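Assay system – CHO-derived RD-HGA16 cells with stable Gα16 and human TAAR1 · Compound dosing – one-point dosing at 3 µM (nominal) · Incubation – 17-24 h seeding, 75 min 37 °C dye, 30 min RT · Measured by – kinetic Fluo-8 calcium fluorescence · Control set – DMSO vehicle as 0%, PEA at EC100 as 100% · Repeats – single well for each compound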
CHO-K1 Ca antag – nonselective inhibitor or artifact in parental CHO-K1 cells; ATP-induced calcium, Fluo-8 fluorescence; inhibition, % at 3 µM; 0.6% of 360,000 active;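 active = inhibition above a per-plate cutoff, the plate's mean sample inhibition plus 3 SD, cut at about 24% in these data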;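 also: 0% = DMSO plus EC80 ATP and 100% = DMSO alone without ATP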
An asterisk follows results filed as active; · = not tested or not shown; & = joins results of further samples.

SMILES	CHRM1 agonist	CHO-K1 Ca ag	CHO parental Ca	CHO-K1 Ca PAM	CHRM1 antagonist	CHRM1 PAM	TAAR1 antag	TAAR1 ag	CHO-K1 Ca antag
O=C(Cc1ccccc1)NCc1ccc(-n2cccc2)cc1	-3	-0.1	-8	-9	5	-6	13	38*	12
Cc1ccc2nc(-c3ccccc3C)oc(=O)c2c1	-2	0.1	-7	-3	-18	12	-39	0	-4
COc1ccc(CCN(Cc2cccs2)S(=O)(=O)c2ccc(-n3cnnn3)c(OC)c2)cc1OC	-8	0.3	-8	18	0	-1	22	8	-17
Cc1ccc(CN2C(=O)C(Cc3ccccc3)Nc3ncnc(N4CCCCC4)c32)cc1 (stereo unspecified)	-10&-12	-0.7&0.4	-30	2&13	12&7	-17&-14	9&-20	0&4	-7&5
Cc1n[nH]c(C)c1S(=O)(=O)N1CCC(C(=O)N2CCn3c2nc2ccccc23)CC1	-11	1.0	-5	13	-7	2	-1	1	-19
Cn1cccc1/C=C1\SC(=Nc2ccccc2)NC1=O	-1	3.6	-30	19	-4	5	2	9	-15
CC1CCCN(C(=O)CNC(=O)c2ccco2)C1 (stereo unspecified)	3	0.3	-9	-25	1	10	-10	3	5
CC(OC(=O)CCCN=C1NS(=O)(=O)c2ccccc21)C(=O)Nc1ccc(F)cc1Cl (stereo unspecified)	-2	0.2	-4	12	-10	11	-6	1	5
O=S(=O)(Nc1ccccc1O)c1ccc(Cl)nc1	0	1.9	-6	6	-1	6	-11	2	1
Cc1cccn2c(=O)c(C=NCCO)c(NCc3ccco3)nc12	-5	0.3	-9	8	-5	9	-23	12	-3
Cc1c(NC(=O)CCSCCc2ccccn2)cccc1[N+](=O)[O-]	-8	8.3	-14	11	0	4	-1	3	-2
O=C(NCCc1ccccc1)C1CC(=O)N(c2ccc3c(c2)OCCO3)C1 (stereo unspecified)	-2	0.6	-17	-8	-5	0	-1	5	14
Cn1c(=O)n(CC(=O)NCC2CCCO2)c(=O)c2c3c(sc21)COC(C)(C)C3 (stereo unspecified)	-3	-0.7	-1	8	-3	5	-12	1	0
COc1ccccc1CNC(=O)CN1CCC(n2cnc3cc(F)ccc32)CC1	-8	0.6	-16	15	-4	2	0	11	0
Cc1ccc(S(=O)(=O)N(C)C[C@@H]2Oc3ncc(Br)cc3C(=O)N([C@H](C)CO)C[C@H]2C)cc1	-5	0.6	·	17	-23	20	-23	9	-12
CCOc1ccc(C(=O)N2CCCC2C(=O)O)cc1 (stereo unspecified)	-1	-0.2	0	8	-2	2	-9	11	-8
COc1ccc(NC(=O)CSc2nc(N)c3cc4c(nc3n2)CCCC4)c(OC)c1	-6	-0.9	-37	9	-6	7	-6	9	1
CCOC(=O)c1ccc(CSC(=N)N)o1	-4	1.8	18	18	5	-3	-6	7	-8
CCc1ccc(CNC(=O)c2ccc(OC3CCN(C(=O)COC)CC3)cc2)nc1	-4	0.7	·	1	-9	14	-12	-1	-6
O=C(COc1ccc(F)cc1Br)NCC1COc2ccccc2O1 (stereo unspecified)	-5	0.1	-14	10	-3	2	14	-1	-8
Cc1ccc(CNC(=O)CS(=O)(=O)CC(=O)O)cc1	-3	0.3	-9	6	-14	9	11	3	-6
CCc1nc2c(OCc3ccccc3)cccn2c1N(C)C(=O)C(C)C	-7	-0.3	·	-12	2	9	-9	2	11
CC(=O)N1C(C)(C)CC(=NOC(=O)c2ccccc2)CC1(C)C	-1	0.3	-7	6	-2	4	3	10	-6
CCN1C(=O)[C@@H]2[C@H](C1=O)[C@@H]1C(=O)Nc3ccccc3C(=O)N1[C@@H]2c1cccc(Cl)c1	-4	0.4	-16	2	2	-3	·	·	-1
COc1ccc(C(=O)NCC(c2cccs2)N2CCc3ccccc32)cc1OC (stereo unspecified)	-1	8.0	-20	-21	-2	6	-16	0	24*
Additional structures:
SMILES	CHRM1 agonist	CHO-K1 Ca ag	CHO parental Ca	CHO-K1 Ca PAM	CHRM1 antagonist	CHRM1 PAM	TAAR1 antag	TAAR1 ag	CHO-K1 Ca antag
COC(=O)c1ccc(/C=C/C(=O)c2cccc(OC)c2)cc1	-4	1.2	-47	18	-9	9	1	3	-2
Cc1ccccc1C(=O)c1cccn1CC(=O)NCCCc1ccccc1	-1	-0.4	-7	-7	0	8	-38	-3	3
CN(C)c1cccc(/C=C(\C#N)c2ccccc2)c1	-8	0.8	38*	19	5	-7	23	-1	-14
CN(C)C(CNC(=O)C1CCCN(C(=O)c2ccc(Cl)cc2)C1)c1ccco1 (stereo unspecified)	-6	-0.1	-21	1	20	-6	-2	8	-4
NC(=O)c1oc2ccccc2c1NC(=O)CN1CCCCC1	-2	0.0	-5	-3	4	0	18	7	4
COc1ccc(NC(=O)Nc2ccc3c(c2)C(=O)N([C@H](C)CO)C[C@H](C)[C@@H](CN(C)C(=O)Nc2ccc(OC)cc2)O3)cc1	-6	0.2	-11	1	-4	8	5	-1	-1
Cc1ccc2nc(NCCC(=O)O)nc(-c3ccccc3)c2c1	-4	1.4	-3	23	-11	7	11	4	-24
CCCCOC(=O)Nc1cc(C(=O)OC)ccc1C(=O)OC	-6	1.1	-18	30	-4	7	·	·	-18
COCCCNC(=O)c1ccc2c(=O)n(Cc3ccc4c(c3)OCO4)c(=S)[nH]c2c1	-5	2.1	-2	16	2	7	0	4	-2
CCCSc1nnc(CSc2nc3ccccc3s2)n1-c1ccccc1	-10	5.8	-11	-8	23	-15	27	13	-1
FC(F)(F)c1ccccc1NC(=S)Nn1cnnc1	-1	0.6	·	-11	0	0	-6	1	1
N#CCSc1nccc(/C=C/c2ccccc2)n1	-7	5.7	-6	-8	17	-21	-2	-3	12
O=S(=O)(Cc1nnnn1-c1ccc(Br)cc1)c1ccccc1	-3	0.6	·	0	-11	3	8	0	-6
Cc1cccc(N2CCN(c3nnnn3-c3ccccc3)CC2C)c1 (stereo unspecified)	-4	1.2	-8	18	6	-6	15	2	0
CCCCCN(C(=O)NC(=O)Nc1cccc(C)c1C)S(C)(=O)=O	9	2.8	-3	21	9	7	4	33	1
COc1ccc(CNC(=O)C2CCN(c3nnc(N4CCCC4=O)s3)CC2)cc1	-2	1.5	-7	-3	-9	2	-8	0	7
O=C(COC(=O)c1ccccn1)NNC(=O)c1ccc(Br)cc1	-1	0.2	-4	15	-12	17	-2	4	-11
O=C(Nc1ccccc1N1CCOCC1)[C@@H]1O[C@H](CO)[C@H](O)[C@H](O)[C@H]1O	-2	0.2	·	14	-9	4	-7	1	-4
Cc1ccccc1-n1c(O)c(C=NC2CCS(=O)(=O)C2)c2ccccc2c1=O (stereo unspecified)	5	0.6	-11	13	-25	17	-16	2	-2
Cc1ccc(-n2c(SCC(=O)N/N=C/C=C/c3ccccc3[N+](=O)[O-])nc3ccccc3c2=O)cc1	-7	0.7	-9	21	-6	7	-3	0	-9
CCn1cc(Br)c(C(=O)Nc2ccc(F)c(Cl)c2)n1	-4	-0.1	-13	7	9	-1	-7	7	-14
COc1cc(OC)cc(-c2nnc(SCC(=O)NCc3cccs3)o2)c1	-2	0.6	-9	17	-6	4	-4	4	-23
CCOc1ccc(S(=O)(=O)N2CCN(C(=O)CCC(=O)N3CCOCC3)CC2)cc1	-3	-0.1	-19	3	-21	10	6	-2	-3
O=C(c1ccc(Cl)cc1)N1CCN(c2cc(=O)[nH]nc2-c2ccccc2)CC1	2	0.2	8	-17	1	12	1	9	28*
O=C(NCC1CCCO1)c1ccc(C(=O)NCC2CCCO2)cc1 (stereo unspecified)	-3	0.2	8	4	-6	0	15	10	9
Cn1nnnc1SCC(=O)N1N=C(c2cccs2)CC1c1cccs1 (stereo unspecified)	-5	0.5	-5	10	-2	4	-13	1	-15
CCc1cc[n+](-c2nc([O-])sc2C=O)cc1	-2	0.0	-10	7	-6	1	2	3	-1

Sorted by molar mass (smallest number first): 11 of the compounds above.
SMILES	CHRM1 agonist	CHO-K1 Ca ag	CHO parental Ca	CHO-K1 Ca PAM	CHRM1 antagonist	CHRM1 PAM	TAAR1 antag	TAAR1 ag	CHO-K1 Ca antag
CCc1cc[n+](-c2nc([O-])sc2C=O)cc1	-2	0.0	-10	7	-6	1	2	3	-1
FC(F)(F)c1ccccc1NC(=S)Nn1cnnc1	-1	0.6	·	-11	0	0	-6	1	1
Cc1ccc2nc(NCCC(=O)O)nc(-c3ccccc3)c2c1	-4	1.4	-3	23	-11	7	11	4	-24
O=C(NCC1CCCO1)c1ccc(C(=O)NCC2CCCO2)cc1 (stereo unspecified)	-3	0.2	8	4	-6	0	15	10	9
O=C(COC(=O)c1ccccn1)NNC(=O)c1ccc(Br)cc1	-1	0.2	-4	15	-12	17	-2	4	-11
COc1cc(OC)cc(-c2nnc(SCC(=O)NCc3cccs3)o2)c1	-2	0.6	-9	17	-6	4	-4	4	-23
O=C(c1ccc(Cl)cc1)N1CCN(c2cc(=O)[nH]nc2-c2ccccc2)CC1	2	0.2	8	-17	1	12	1	9	28*
CN(C)C(CNC(=O)C1CCCN(C(=O)c2ccc(Cl)cc2)C1)c1ccco1 (stereo unspecified)	-6	-0.1	-21	1	20	-6	-2	8	-4
COc1ccc(CNC(=O)C2CCN(c3nnc(N4CCCC4=O)s3)CC2)cc1	-2	1.5	-7	-3	-9	2	-8	0	7
COCCCNC(=O)c1ccc2c(=O)n(Cc3ccc4c(c3)OCO4)c(=S)[nH]c2c1	-5	2.1	-2	16	2	7	0	4	-2
CCOc1ccc(S(=O)(=O)N2CCN(C(=O)CCC(=O)N3CCOCC3)CC2)cc1	-3	-0.1	-19	3	-21	10	6	-2	-3
